Source: PubChem BioAssay (The Scripps Research Institute Molecular Screening Center)
PG9 Ab binder: small molecules binding HIV-1 gp120 antibody PG9. AID 624416. 0.43% of 360,000 active. inhibition, % at 6.7 µM. TR-FRET gp120-PG9 antibody binding; in the data active means inhibition above about 8.5%
HTRA1 inh: inhibitors of human serine peptidase HTRA1 | recombinant HTRA1, FP-rhodamine activity-based probe, fluorescence polarization | 0.5% of 340,000 active | inhibition, % at 5.96 µM | Q92743; in the data active means inhibition above about 36%;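 further: 0% = enzyme with DMSO and 100% = wells lacking enzyme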
UHRF1 binding: blocks human UHRF1 binding to methylated DNA; UHRF1 binding to methylated oligo, TR-FRET; inhibition, % at 4.4 µM; 0.75% of 370,000 active; AID 687016; in the data active means inhibition above about 21%;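 further: UHRF1 SRA domain binding a hemimethylated CpG hairpin DNA probe; 0% = median of test compound wells and 100% = reference inhibitor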
SIAE inh: inhibitors of human sialic acid acetylesterase SIAE; Q9HAT2; SIAE FP-Rh probe binding, fluorescence polarization; inhibition, % at 9.66 µM; 0.69% of 370,000 active;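 active means inhibition above a cutoff: mean of compounds within the control limits plus 3 SD of those, cut at about 17% in these data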;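 further: 0% = plate median of compound wells and 100% = probe without SIAE protein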
LEDGF integ inh: blocks HIV-1 LEDGF/p75-dependent DNA integration; inhibition, % at 3.7 µM; TR-FRET IN-LEDGF/p75 DNA integration, Eu/Cy5; 0.64% of 370,000 active;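 active means inhibition above the screen-wide mean plus 3 SD, cut at about 13% in these data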;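 further: signal is the Cy5 over europium emission ratio at 671 and 618 nm; 0% = plate median of compound wells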
ABHD4 inh: inhibits mouse alpha/beta hydrolase domain 4; purified mABHD4, FP-Rh probe fluorescence polarization; inhibition, % at 8.92 µM; 0.54% of 370,000 active; AID 720543;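 active means inhibition exceeding the mean over every tested compound plus 3 SD, cut at about 30% in these data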;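 further: 0% = plate median of compound wells and 100% = S159A mutant with DMSO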
Target sequence (Q8VD66 whole entry, looked up, the tested form may be a part): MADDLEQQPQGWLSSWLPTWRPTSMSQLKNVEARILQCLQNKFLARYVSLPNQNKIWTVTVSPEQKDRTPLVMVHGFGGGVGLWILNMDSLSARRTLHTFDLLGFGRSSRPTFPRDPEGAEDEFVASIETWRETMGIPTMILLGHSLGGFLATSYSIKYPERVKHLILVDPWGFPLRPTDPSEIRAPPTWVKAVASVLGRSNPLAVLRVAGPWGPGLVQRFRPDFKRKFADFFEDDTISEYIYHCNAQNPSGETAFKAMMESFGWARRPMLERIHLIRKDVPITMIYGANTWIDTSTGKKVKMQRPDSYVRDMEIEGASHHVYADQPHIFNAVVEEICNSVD
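Assay system: Wild-type mouse ABHD4 protein | Medium: HEPES pH 7.0 buffer, 150 mM NaCl, 0.01% Pluronic F-127 | Incubation: Enzyme–compound pre-incubation 45 min, then probe 60 min, both 25 °C | Technique: Fluorescence polarization with parallel and perpendicular emission, 525/598 nm | Evaluation: % inhibition of FP-Rh probe binding versus controls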
DDE Tn7 FP inh: inhibitors of Tn7 peptide binding to human fibrin DD(E). inhibition, % at 8.3 µM. P02675. FP displacement of FITC-Tn7 peptide from fibrin DD(E); 0% = median of compound wells per plate. 0.13% of 370,000 active;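 active means inhibition above the mean of compounds falling within the control limits plus 3 SD of them, cut at about 14% in these data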;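 further: 0% = plate median of compound wells and 100% = 10 µM Aha-Tn7 peptide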
Target sequence (P02675 whole entry, looked up): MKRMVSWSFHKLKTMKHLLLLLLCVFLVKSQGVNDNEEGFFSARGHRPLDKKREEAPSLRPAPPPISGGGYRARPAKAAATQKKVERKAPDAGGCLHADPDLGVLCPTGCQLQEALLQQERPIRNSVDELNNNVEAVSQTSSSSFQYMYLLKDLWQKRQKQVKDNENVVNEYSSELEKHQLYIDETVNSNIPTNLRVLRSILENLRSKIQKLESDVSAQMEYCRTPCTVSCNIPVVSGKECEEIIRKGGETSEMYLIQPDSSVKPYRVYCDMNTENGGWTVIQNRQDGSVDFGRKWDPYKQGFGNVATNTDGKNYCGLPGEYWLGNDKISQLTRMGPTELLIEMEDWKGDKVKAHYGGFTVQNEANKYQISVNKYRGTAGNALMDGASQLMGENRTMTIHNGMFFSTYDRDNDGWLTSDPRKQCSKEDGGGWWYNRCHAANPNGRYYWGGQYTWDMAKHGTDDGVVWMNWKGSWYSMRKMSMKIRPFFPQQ
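Assay system: Fibrin-DD(E) protein isolated from polymerized human fibrin clots; read-out basis: percent inhibition; medium: Tris/NaCl/CaCl2 buffer, pH 7.8; signal: FP measurement; incubation: 10 min plus 3 h, room temperature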
PRMT1 inh: inhibitors of human PRMT1; Q99873; recombinant PRMT1, activity-based probe fluorescence polarization; inhibition, % at 2.79 µM; 1.3% of 370,000 active;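 active means inhibition above about 21% made by adding two undisclosed values, limit read from the data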
TDP2 inh: blocks human TDP2 phosphodiesterase activity; AID 720702; 0.34% of 370,000 active; recombinant TDP2, T5PNP hydrolysis, p-nitrophenol absorbance 415 nm; inhibition, % at 12.8 µM;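 active means inhibition above the mean of all tested compounds plus 3 SD, set per campaign, cut at about 25% in these data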;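 further: 0% = DMSO with enzyme and 100% = buffer with substrate but no TDP2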
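Material: recombinant human TDP2; quantity: TDP2 enzyme at 120 nM final; medium: Tris-HCl pH 7.5 with MgCl2; compound: single concentration, 12.8 µM nominal, with 1% DMSO; incubation: 2 h enzyme incubation at 37 °C; signal: epi absorbance; measure: percent inhibition; benchmarks: high control without enzyme, low control DMSO plus TDP2; repeats: singlicate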
TCR-CD3 inh: inhibitors of human TCR-CD3 interaction; TAMRA-labeled TCR probe fluorescence, biochemical; inhibition, % at 9.4 µM; 0.37% of 360,000 active; in the data active means inhibition above about 19%;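 further: recombinant mutant TCR 2C K166C tagged with TAMRA read by polarization; 0% = receptor in buffer alone and 100% = receptor with positive control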
An asterisk follows results filed as active; x = no result given.

entry	canonical_smiles	PG9 Ab binder	HTRA1 inh	UHRF1 binding	SIAE inh	LEDGF integ inh	ABHD4 inh	DDE Tn7 FP inh	PRMT1 inh	TDP2 inh	TCR-CD3 inh
1	Cc1ccc(NS(=O)(=O)c2ccc(Br)s2)cc1S(=O)(=O)N1CCOCC1	1.0	-1	-3	4	1	-1	4	-3	0	9
2	CCOc1ccc(S(=O)(=O)N2CCC(C(=O)OC(C)C(=O)N3CCOCC3)CC2)cc1 (centres undefined)	-0.6	4	-2	-7	-1	-3	-5	-1	-2	-3
3	Cc1ccc(/C=N/N=C2/NC(=O)C(CC(=O)N3CCOCC3)S2)cc1 (centres undefined)	0.8	-2	2	-6	-4	4	2	18	6	-4
4	COCCCn1c(=O)c2ccccc2c2ccccc2c1=O	0.0	0	-1	2	-3	-3	0	0	0	7
5	COC[C@@H]1CCCN1c1cccc2c1S(=O)(=O)N1CC[C@H](C1)O2	x	x	-1	6	2	-4	0	2	7	x
6	CN(C)c1ccc(Nc2nc(N)c([N+](=O)[O-])c(N3CCOCC3)n2)cc1	-20	11	-12	9	2	5	-4	5	-13	1
7	Cc1ccc(NC(=O)c2cccs2)cc1NC(=O)c1cccc(F)c1	-2.8	-16	0	3	-2	-3	-6	-4	-24	7
8	Cc1ccccc1OCCC(=O)N(CC(=O)Nc1ccccc1C(F)(F)F)Cc1ccco1	-1.3	-4	0	-4	3	-1	-4	0	-24	-1
9	O=[N+]([O-])c1ccc(-n2nncc2-c2ccccc2)cc1	-2.0	-17	1	-6	-3	4	-1	0	0	-2
10	Cc1ccc(C2CC(c3ccccc3)=NN2c2ccc(S(N)(=O)=O)cc2)cc1 (centres undefined)	1.6	x	-1	-2	-5	-35	-12	2	0	-4
11	CC(=O)N1CCc2ccc(N)cc21	-0.8	2	-1	-1	-2	5	3	4	-8	2
12	Cc1c(C(=O)Nc2nc3ccccc3[nH]2)oc2ccccc12	0.0	-25	0	-3	7	-8	6	2	-4	5

Further structures follow:
entry	canonical_smiles	PG9 Ab binder	HTRA1 inh	UHRF1 binding	SIAE inh	LEDGF integ inh	ABHD4 inh	DDE Tn7 FP inh	PRMT1 inh	TDP2 inh	TCR-CD3 inh
13	CCCCOc1ccc(C(=O)NCC(=O)NCCOc2ccccc2)cc1	-1.0	-4	-2	4	-3	6	1	5	-7	0
14	CCCCNC(=O)CCC(=O)N1CCN(C(c2ccccc2)c2ccccc2)CC1	-0.1	-1	0	-3	-4	-1	1	-1	7	4
15	COc1ccc(-n2c(-c3ccc(Br)cc3)c[n+]3c2CCc2ccccc2-3)cc1	-0.9	-1	-4	1	-1	4	3	-1	1	0
16	CC(C)(C)c1ccc(OCCOc2ccc(C(C)(C)C)cc2NC=O)c(NC=O)c1	-0.7	-55	0	-9	4	-3	0	0	-10	6
17	COc1ccc(C(=O)NC(=S)N2CCCC2)cc1	-1.1	-1	-2	11	1	2	2	4	1	-4
18	O=c1cc(N2CCc3ccccc32)[nH]c(=O)n1-c1ccc(Cl)cc1	-2.4	1	8	-3	-4	-2	2	5	-5	2
19	Cc1cc(C)c2c3c(oc2n1)C(=O)N(c1cccc(Cl)c1)CC(=O)N3	0.8	1	2	-7	-2	3	1	4	1	-5
20	O=C(O)C1C2C=CC(O2)C1C(=O)NCc1ccc(Cl)cc1 (centres undefined)	0.1	-2	0	4	-3	-1	6	8	-3	-2
21	CCOC(=O)c1[nH]c2ccc(OC)cc2c1NC(=O)N1CCOCC1	-3.4	6	4	6	1	6	-2	0	6	3
22	Nc1nc2ncccc2cc1C(=O)c1c[nH]c2ccccc12	x	x	-8	-2	2	0	8	-5	0	x
23	CN(C)C(=O)CN1CCN(C(=O)CCl)CC1	2.2	0	-1	5	-2	3	2	0	19	-6
24	O=C(CCN1C(=O)/C(=C/C=C/c2ccccc2)SC1=S)Nc1nc2ccccc2s1	-4.1	-11	1	-4	1	4	3	-1	-8	-1

(continued)
entry	canonical_smiles	PG9 Ab binder	HTRA1 inh	UHRF1 binding	SIAE inh	LEDGF integ inh	ABHD4 inh	DDE Tn7 FP inh	PRMT1 inh	TDP2 inh	TCR-CD3 inh
25	O=C(c1ccc(CS(=O)c2ccccc2Cl)o1)N1CCN(c2ccccn2)CC1 (centres undefined)	-1.3	-1	1	-3	1	2	2	-2	-11	-5
26	COc1ccc(NC(=O)CN(C)C(=O)c2ccc(NC3CC3)c([N+](=O)[O-])c2)cc1	-0.6	-1	-7	2	-3	-1	5	0	0	4
27	COc1ccccc1CNC(=O)CCCOc1cc(=O)n(C)c2ccccc12	0.6	1	-2	-1	0	-5	5	-2	8	1
28	CC(C)(C)c1ccc(S(=O)(=O)N2CC(=O)Nc3ccccc32)cc1	-2.6	-14	2	-3	4	-10	4	-1	-28	-2
29	COCCNC(=O)CSc1nnc2c(Cl)cc(Cl)cn12	-0.1	1	0	-1	-3	-7	5	4	6	-5
30	CCOC1=C2CN(S(=O)(=O)c3ccc(C)cc3)C(c3ccc(C)cc3)CC2N(S(=O)(=O)c2ccc(C)cc2)C(c2ccccc2)C1 (centres undefined)	-2.4	x	2	-4	0	7	-8	0	4	10
31	CC(NS(=O)(=O)c1cccc(C(=O)O)c1)C12CC3CC(CC(C3)C1)C2 (centres undefined)	1.0	-5	0	1	0	5	-4	-1	2	4
32	COC(=O)c1cc(Cl)c(NS(=O)(=O)c2ccccc2)cc1OC	-2.8	-8	0	-5	-6	-1	4	-3	-9	7
33	CCCCOc1ccc(-c2nnn(CC(=O)Nc3ncc(CC(=O)OCC)s3)n2)cc1	-0.9	-34	0	-11	1	-37	2	-1	0	-4
34	CCOC(=O)C1(CC2CCCCO2)CCN(C(=O)Nc2ccc3c(c2)OCO3)CC1 (centres undefined)	-2.3	8	-2	0	-6	5	0	-2	4	3
35	CC(C)Cc1nnc(NC(=O)c2ccc(N3CCCC3=O)cc2)s1	-1.2	4	-1	0	1	5	5	1	12	6
36	COc1ccc(CNC(=O)CN2CCN(C(c3ccccc3)c3ccccc3)CC2)cc1	-1.6	-23	1	-4	-1	0	-4	-1	0	4

Next compounds
entry	canonical_smiles	PG9 Ab binder	HTRA1 inh	UHRF1 binding	SIAE inh	LEDGF integ inh	ABHD4 inh	DDE Tn7 FP inh	PRMT1 inh	TDP2 inh	TCR-CD3 inh
37	Cc1ccc2oc(-c3cccc(NC(=O)c4ccc(Br)o4)c3C)nc2c1	1.6	-15	0	-3	1	-4	1	-3	9	2
38	CCCCOc1cccc(/C=N/NC(=O)c2csc(C)c2C)c1	-0.3	-17	1	-12	-1	-3	-5	-2	-18	-2
39	COc1ccccc1Oc1ccc(S(=O)(=O)NCc2ccccn2)cc1	-1.0	-4	4	-4	-1	0	-1	-1	-11	5
40	C=CCn1c(C(CC(C)C)CC(C)O)n[nH]c1=S (centres undefined)	-0.4	0	-3	7	-1	-5	8	-3	9	0
41	COCC(=O)N(CCc1ccc(OC)c(OC)c1)Cc1nc2ccccc2c(=O)[nH]1	1.3	3	2	-2	1	3	-1	-1	8	-6
42	O=C(O)C1C2C=CC(C2)C1C(=O)Nc1cccc(Cl)c1 (centres undefined)	0.4	-7	0	2	2	-3	13	-1	4	3
43	O=C(COc1ccc(Br)cc1CNCCCN1CCOCC1)Nc1ccccc1	-2.9	-3	4	3	-6	4	9	2	0	4
44	COc1ccccc1C(CNC(=O)c1ccc(OCc2c(C)noc2C)cc1)N1CCCC1 (centres undefined)	-1.1	-3	-4	4	3	-2	-6	0	2	4
45	CCOC(=O)c1oc2cc(O)cc(C)c2c(=O)c1-c1cscn1	-1.8	0	9	-5	-1	-15	2	0	-24	5
46	Cc1cccc(OCCC(=O)NCC(c2ccco2)N2CCCCC2)c1 (centres undefined)	1.4	-6	0	2	-2	0	5	-1	-6	10
47	Cc1ccccc1-c1nc(-c2ccccn2)no1	-0.5	-1	0	-1	2	0	-8	-1	-5	6

8 entries from above, with values ahead of the structure:
cpd	PG9 Ab binder	HTRA1 inh	UHRF1 binding	SIAE inh	LEDGF integ inh	ABHD4 inh	DDE Tn7 FP inh	PRMT1 inh	TDP2 inh	TCR-CD3 inh	Compound
6	-20	11	-12	9	2	5	-4	5	-13	1	CN(C)c1ccc(Nc2nc(N)c([N+](=O)[O-])c(N3CCOCC3)n2)cc1
7	-2.8	-16	0	3	-2	-3	-6	-4	-24	7	Cc1ccc(NC(=O)c2cccs2)cc1NC(=O)c1cccc(F)c1
8	-1.3	-4	0	-4	3	-1	-4	0	-24	-1	Cc1ccccc1OCCC(=O)N(CC(=O)Nc1ccccc1C(F)(F)F)Cc1ccco1
9	-2.0	-17	1	-6	-3	4	-1	0	0	-2	O=[N+]([O-])c1ccc(-n2nncc2-c2ccccc2)cc1
10	1.6	x	-1	-2	-5	-35	-12	2	0	-4	Cc1ccc(C2CC(c3ccccc3)=NN2c2ccc(S(N)(=O)=O)cc2)cc1 (centres undefined)
11	-0.8	2	-1	-1	-2	5	3	4	-8	2	CC(=O)N1CCc2ccc(N)cc21
12	0.0	-25	0	-3	7	-8	6	2	-4	5	Cc1c(C(=O)Nc2nc3ccccc3[nH]2)oc2ccccc12
13	-1.0	-4	-2	4	-3	6	1	5	-7	0	CCCCOc1ccc(C(=O)NCC(=O)NCCOc2ccccc2)cc1
